Screens (PubChem BioAssay)
EPAC2 ag: EPAC2 (human) agonism; Q8WZA2; EPAC2 activation, biochemical qHTS; response scale: 100% = 6.5 mM cAMP response; Potency, µM (series often up to 154 µM), inactives show top-dose activation, usual class: activators; 0.079% of 360,000 active; further: potency means the concentration at half of the fitted maximal effect; nearly all actives have a fitted effect of over 50% in size
Target sequence (Q8WZA2 whole entry, looked up): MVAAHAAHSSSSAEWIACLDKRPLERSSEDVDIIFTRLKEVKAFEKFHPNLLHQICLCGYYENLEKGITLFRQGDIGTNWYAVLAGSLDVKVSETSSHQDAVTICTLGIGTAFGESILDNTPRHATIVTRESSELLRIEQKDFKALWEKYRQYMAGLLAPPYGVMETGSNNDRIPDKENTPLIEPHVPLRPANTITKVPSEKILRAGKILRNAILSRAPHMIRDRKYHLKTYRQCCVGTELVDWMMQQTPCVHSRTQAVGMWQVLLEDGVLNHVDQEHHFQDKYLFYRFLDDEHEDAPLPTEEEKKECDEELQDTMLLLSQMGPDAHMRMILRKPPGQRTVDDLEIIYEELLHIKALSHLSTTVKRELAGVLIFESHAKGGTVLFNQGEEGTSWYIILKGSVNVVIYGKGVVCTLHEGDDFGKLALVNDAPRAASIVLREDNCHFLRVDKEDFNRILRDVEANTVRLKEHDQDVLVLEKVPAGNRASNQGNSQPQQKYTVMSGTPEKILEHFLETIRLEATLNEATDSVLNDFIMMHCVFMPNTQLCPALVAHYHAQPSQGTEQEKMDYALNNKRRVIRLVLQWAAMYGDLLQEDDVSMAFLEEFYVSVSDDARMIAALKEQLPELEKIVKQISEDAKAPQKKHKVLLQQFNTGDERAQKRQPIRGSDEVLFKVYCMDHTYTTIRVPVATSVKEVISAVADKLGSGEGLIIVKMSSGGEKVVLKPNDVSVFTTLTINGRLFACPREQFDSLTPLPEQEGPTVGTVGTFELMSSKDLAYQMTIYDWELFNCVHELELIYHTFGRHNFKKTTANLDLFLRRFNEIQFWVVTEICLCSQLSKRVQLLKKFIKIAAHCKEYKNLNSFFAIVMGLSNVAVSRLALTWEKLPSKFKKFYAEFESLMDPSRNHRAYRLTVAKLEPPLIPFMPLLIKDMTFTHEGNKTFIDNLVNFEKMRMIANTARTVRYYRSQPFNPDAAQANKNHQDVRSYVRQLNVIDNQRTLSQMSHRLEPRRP
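Setup: EPAC2 100 nM, labeled Rap1B complex 250 nM, free GDP 50 uM. Compound titrations pinned in, brief spin, 5 min room temperature incubation. Kinetic fluorescence read over 30 min, normalized to 6.5 mM cAMP.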
A549 viability: counter-screen for Nrf2 inhibitors: cytotoxicity in A549 cells; 0.16% of 390,000 active; A549 ARE-Fluc cells, CellTiter-Fluor viability, 18-24 h; AID 504648; Potency, µM (series often up to 46 µM), for inactives: top-dose activity change, negative = cytotoxicity, actives largely listed as inhibitors; further: potency means the concentration at half of the fitted maximal effect; on the % scale 0 is the no-effect control and ±100 the full control effect
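A549 ARE_Fluc cells in 5% FBS OPTI-MEM were exposed to compounds in concentration-response for 18-24 h at 37 deg C. Viability was read by CellTiter-Fluor fluorescence (Ex 405/Em 525) after 30 min, before the luciferase read.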
Akt phos inh: blocks phosphorylation of Akt | Neuro2A IGF-stimulated pAkt S473 HTRF, 20 min; stronger effect = lower value | activity change, % for hits at 50 µM | 0.32% of 360,000 active | AID 651550; in the data active means activity change below about -80%; inconclusive means mostly about -51% to -80%; further: on the % scale 0 is the no-effect control and ±100 the full control effect
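Single-point screen (50 µM final compound) in Neuro2A cells stimulated 20 min with 6 nM IGF at 37 deg C. After lysis, Ser473-phosphorylated Akt read by HTRF (ex 330 nm, em 615/665 nm) as the 665/615 ratio.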
EPAC2 antagonist: antagonists of human EPAC2 | 0.18% of 360,000 active | Q8WZA2 | Potency, µM (highest dose often 114 µM), inactives show at the highest dose activity, negative = inhibition, actives largely listed as inhibitors | EPAC2 GEF exchange of Rap1B-BODIPY-GDP, fluorescence; further: potency means the concentration at half of the fitted maximal effect; on the % scale 0 is the no-effect control and ±100 the full control effect; nearly all actives have a fitted effect of over 45% in size; many of its hits are not listed in these tables
Nrf2 activator: Nrf2 pathway activation; AREc32 ARE-luciferase reporter (MCF7-derived line), luminescence, 24 h; Potency, µM (series often up to 46.1 µM), for inactives: top-dose activation, hits mostly activators; AID 624171; 0.31% of 410,000 active; further: potency means the concentration at half of the fitted maximal effect; % of control where 0% means no effect; nearly all actives have a fitted effect of over 65% in size
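For detection, Steady-Glo was added and plates sat 30 min at RT; before that, AREc32_Fluc cells grown overnight in OPTI-MEM/5% FBS had been treated with 23 nL compound for 24 hr at 37 deg C.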
Nrf2 inh: Nrf2 pathway inhibition | A549 ARE-Fluc reporter, luciferase luminescence, 18-24 h | Potency, µM (doses to about 46 µM), inactives show at the top dose activity change, negative = inhibition, most hits filed as inhibitors | AID 504444 | 2.1% of 360,000 active; further: potency means the concentration at half of the fitted maximal effect; on the % scale 0 is the no-effect control and ±100 the full control effect; nearly all actives have a fitted effect of over 60% in size
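A549 ARE_Fluc cells, 5000/well, 5% FBS OPTI-MEM; compounds in dose-response, 18-24 h at 37 °C/5% CO2; CellTiter-Fluor viability read (Ex 405/Em 525), then BugLite luciferase luminescence = Nrf2 activity.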
CCT modulator: cytosolic chaperonin activity modulation; purified chaperonin ATPase assay, HTRF ADP detection, 30 min; activity change, % (no concentration beside the values), hits read low; 0.3% of 360,000 active; in the data active means activity change below about -30%; further: on the % scale 0 is the no-effect control and ±100 the full control effect
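Nucleotide hydrolysis assay: TRiC at 20–40 nM final (set by batch activity) with 10 uM ATP, 30 min at 37 °C, in presence of 76 uM compound. Detection by competitive ADP HTRF, 30 min ambient.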
Mm-Cpn inhibitor: blocks the Methanococcus maripaludis chaperonin Mm-Cpn. 0.031% of 330,000 active. Potency, µM (titrated, usually from 76.9 µM), inactives show at the highest dose activity, negative = inhibition, hits mostly inhibitors. purified Mm-Cpn ATPase, ADP Transcreener TR-FRET; further: potency means the concentration at half of the fitted maximal effect; on the % scale 0 is the no-effect control and ±100 the full control effect; nearly all actives have a fitted effect of over 80% in size
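Reaction buffer contained 30 mM Tris pH 7.4, 100 mM KCl, 5 mM MgCl2 and 1 mM DTT. Mm-CPN (25 nM final) hydrolysed 10 uM ATP over 30 min at 37°C; ADP was read by HTRF.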
TGFb inhibitor: TGF-b pathway inhibition. 1.2% of 410,000 active. Potency, µM (doses to about 46.1 µM), without a hit: top-dose activity, negative = inhibition, usual class: inhibitors. HepG2 CAGA-GFP TGF-b/SMAD3 reporter, GFP fluorescence, 18 h; TGF-beta stimulated, 500 pg/mL final; further: potency means the concentration at half of the fitted maximal effect; on the % scale 0 is the no-effect control and ±100 the full control effect; nearly all actives have a fitted effect of over 65% in size
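HEPG2 CAGA-GFP, 1000 cells/well; 2 h settle, 37 C; cpd via pin tool; TGF-b 500 pg/mL final; 18 h, 37 C; GFP imaging ex488/em500-530; %Activity normalised to -TGF-b and +DMSO controls; CRC fit, curve class.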
* hit, by the source's call; i = inactive; ? = inconclusive; / = not tested or not shown; [ ] = another dose, or the depositor's remark. Unless noted, the call rests on the fitted dose curve; in most records, active means well fitted curve in the direction sought with a large enough effect; inconclusive means small, poorly fitted or top-dose-only effect, or another doubt; inactive means no such curve, though single readings can be large; an effect the other way counts as inactive or inconclusive. Some of the compounds tested (hit frequency here may not be typical).

SMILES | EPAC2 ag | A549 viability | Akt phos inh | EPAC2 antagonist | Nrf2 activator | Nrf2 inh | CCT modulator | Mm-Cpn inhibitor | TGFb inhibitor
CCCCCn1c(CN2CCN(C(=O)OCC)CC2)nc2c1c(=O)[nH]c(=O)n2C | -1% | -6%[1.84 µM] | i | -1% | -0.1% | -35% | -3.0 | -2% | -8%
CC(=O)Nc1ccc(NC(=O)CSc2nc3c(=O)n(C)c(=O)n(C)c3n2C)cc1 | 6% | -5% | i | 1% | -0.8% | 6% | -2.7 | 3% | -7%
COc1ccc(S(=O)(=O)N2CCCCC2)cc1NC(=O)C1CC(=O)N(Cc2ccccc2)C1 (centres undefined) | 7% | -1% | i | -5% | -0.2% | ? | -2.6 | 0% | -2%
CC(=O)N1CCN(Cc2cc(=O)n3cc(Cl)c(C)c(Cl)c3n2)CC1 | -2% | 1% | i | -2% | 0.1% | 16% | 0.2 | -5% | 3%
O=C(N/N=C/c1ccc(N2CCCCC2)o1)c1ccccc1 | 7% | 3% | i | -2% | 12% | 8% | 2.5 | 3% | -23%
COc1ccc(CCNC(=O)c2ccc(=O)[nH]c2)cc1 | 8% | -1% | i | 6% | 0.5% | -3% | -1.7 | 2% | 8%
CCOC(=O)c1ccc(N2C(=O)CC(N3CCCC(C)C3)C2=O)cc1 (centres undefined) | 5% | 0% | i | 4% | 0.6% | -6% | 1.1 | 0% | -1%
COc1ccc(Cn2nnc3c(=O)[nH]c(C4CCN(C(=O)c5ccccc5Cl)CC4)nc32)cc1 | -4% | 0% | i | 1% | 0.1% | -6% | -1.1 | -3% | -4%
C[C@H]1COC(=O)[C@H](Cc2ccc(F)cc2)C/C=C\C[C@@H](CC(=O)N(CCO)Cc2ccccc2)C(=O)N1 | 17% | -4% | i | -2% | 2.0% | -44% | -0.9 | -1% | -14%
NS(=O)(=O)c1ccc(NC(=O)CSc2ncn[nH]2)cc1 | 1% | 1% | i | 4% | -0.3% | -3% | -1.0 | 0% | 0%
COc1ccc(CNc2nc(-c3ccccc3)nn2C(=O)c2cccs2)cc1 | 1% | 1% | i | -3% | 1.9% | 20% | 0.0 | 2% | 14%
Cc1ccccc1OCC(=O)NCc1ccccc1 | 11% | 15% | i | -2% | 1.6% | 19% | 2.1 | -1% | -5%
CCn1c(-c2cc3c(C(F)(F)F)nn(C)c3s2)n[nH]c1=S | -7% | -3% | i | -9% | 2.9% | -17% | -2.9 | -5% | 7%
CCOc1ccc(S(=O)(=O)N2CCN(Cc3ccco3)CC2)cc1 | -7% | 0% | i | 9% | -0.5% | 2% | 0.8 | -4% | 4%
CC(C)N(C)C(=O)c1ccc(OC2CCN(CCc3ccccc3)CC2)cc1 | 2% | -1% | i | 7% | -0.4% | 1% | -1.0 | -2% | 25%
Cc1ccccc1Cn1cc(S(=O)(=O)c2ccc(C(C)C)cc2)c(=O)c2cc3c(cc21)OCO3 | -5% | -4% | i | 0% | -1.0% | 6% | -2.1 | / | 4%
Cc1nn(-c2ccccc2)c(Cl)c1/C=N/NC(=O)CNC(=O)c1ccccc1Cl | 3% | 0% | i | 4% | 0.0% | 7% | 0.7 | -1% | -4%
CN=C(Cc1ccccc1)C1=C(O)CC(C)(C)CC1=O | 8% | 0% | i | 1% | -0.5% | 1% | -0.5 | 1% | -11%
O=C(COc1ccc(Br)cc1)N1CCN(c2ccccc2)CC1 | 28%[15.6 µM] | -4% | / | -16% | 3.1% | -4% | -1.6 | 1% | 8%
COc1ccc([N+](=O)[O-])cc1NC(=O)CSc1nc(C)c(C)c(C)n1 | 6% | 1% | i | 15% | -0.4% | -8% | -0.7 | -1% | -30%

A draw from above in order of molecular weight, smallest number first.
SMILES | EPAC2 ag | A549 viability | Akt phos inh | EPAC2 antagonist | Nrf2 activator | Nrf2 inh | CCT modulator | Mm-Cpn inhibitor | TGFb inhibitor
CN=C(Cc1ccccc1)C1=C(O)CC(C)(C)CC1=O | 8% | 0% | i | 1% | -0.5% | 1% | -0.5 | 1% | -11%
CCn1c(-c2cc3c(C(F)(F)F)nn(C)c3s2)n[nH]c1=S | -7% | -3% | i | -9% | 2.9% | -17% | -2.9 | -5% | 7%
CC(C)N(C)C(=O)c1ccc(OC2CCN(CCc3ccccc3)CC2)cc1 | 2% | -1% | i | 7% | -0.4% | 1% | -1.0 | -2% | 25%
COc1ccc(CNc2nc(-c3ccccc3)nn2C(=O)c2cccs2)cc1 | 1% | 1% | i | -3% | 1.9% | 20% | 0.0 | 2% | 14%
CC(=O)Nc1ccc(NC(=O)CSc2nc3c(=O)n(C)c(=O)n(C)c3n2C)cc1 | 6% | -5% | i | 1% | -0.8% | 6% | -2.7 | 3% | -7%
Cc1nn(-c2ccccc2)c(Cl)c1/C=N/NC(=O)CNC(=O)c1ccccc1Cl | 3% | 0% | i | 4% | 0.0% | 7% | 0.7 | -1% | -4%
Cc1ccccc1Cn1cc(S(=O)(=O)c2ccc(C(C)C)cc2)c(=O)c2cc3c(cc21)OCO3 | -5% | -4% | i | 0% | -1.0% | 6% | -2.1 | / | 4%
C[C@H]1COC(=O)[C@H](Cc2ccc(F)cc2)C/C=C\C[C@@H](CC(=O)N(CCO)Cc2ccccc2)C(=O)N1 | 17% | -4% | i | -2% | 2.0% | -44% | -0.9 | -1% | -14%

The results go on.
SMILES | EPAC2 ag | A549 viability | Akt phos inh | EPAC2 antagonist | Nrf2 activator | Nrf2 inh | CCT modulator | Mm-Cpn inhibitor | TGFb inhibitor
Cc1ccc(N2CCN(C3=NC(=O)C(Cc4ccccc4)S3)CC2)cc1 (centres undefined) | 16% | -4% | i | 11% | 0.2% | 6% | -0.5 | 0% | -19%
C/C(=N\NC(=O)c1cccc(S(=O)(=O)Nc2ccc(C)cc2C)c1)c1ccncc1 | 2% | 0% | i | 8% | -0.4% | 7% | -2.1 | -1% | -7%
CC(C)NC(=O)C1(C)CCN1C(=O)c1c(F)cccc1F (centres undefined) | 7% | / | i | 1% | -0.8% | / | 1.4 | / | 19%
COc1ccc(C(=O)O)cc1S(=O)(=O)N(C)CCc1cccnc1 | 1% | 2% | i | 0% | 0.8% | / | -1.1 | 2% | -7%
CCn1c(C)nc2cc(C(=O)NN=Cc3ccccc3OC(F)F)ccc21 | -8% | -1% | i | 9% | -0.1% | ? | -1.4 | 3% | 4%
O=C(Cn1cc(COc2ccc3ccc(=O)oc3c2)nn1)c1ccc(O)cc1 | 11% | 8% | i | 17% | 2.5% | -5% | -5.1 | / | 1%
CCc1nc(SCc2ccc(OC)cc2)n[nH]1 | 6% | 8% | i | 3% | 2.3% | 1% | -2.3 | -5% | -1%
CNC(=O)COC(=O)[C@@H](Nc1ccc(S(=O)(=O)N2CCOCC2)cc1[N+](=O)[O-])C(C)C | -8% | -11% | i | 2% | 0.2% | -9% | -2.5 | -3% | 5%
CC1(c2nnc(-c3ccc(Cl)cc3)o2)CC(c2ccc(Cl)cc2)=NO1 (centres undefined) | 13% | 5% | i | 12% | -0.2% | -13% | -3.0 | 0% | 1%
CC(=O)c1c(N2CCN(C(=O)c3ccco3)CC2)nc(=S)n(-c2ccccc2)c1C | 15% | 6% | i | -2% | -0.4% | 8% | -3.2 | -1% | 23%
Cc1ccccc1OCCSc1nc2ncnc(N)c2[nH]1 | 5% | -2% | i | -1% | 0.8% | ? | 3.7 | 2% | 10%
COC(=O)c1c(NC(=O)C2CC2)sc(C(=O)Nc2ccccc2)c1C | 5% | -4% | i | -11% | 4.4% | 1% | -13 | 0% | 2%
COc1ccc(N2C(=O)CC(N3CCC(O)(c4cccc(C(F)(F)F)c4)CC3)C2=O)cc1 (centres undefined) | 4% | -1% | i | 9% | -0.6% | -6% | 0.6 | 1% | 19%
CCOc1ccc(/C(O)=C2\C(=O)C(=O)N(c3ccc(OC)cc3)C2c2ccccc2[N+](=O)[O-])cc1 (centres undefined) | -2% | 1% | i | -7% | 3.0% | ? | 3.5 | 1% | -3%
COc1ccc(CSc2n[nH]c(C)n2)cc1Br | 6% | 6% | i | -10% | 2.5% | 2% | -2.9 | -3% | -9%
O=C(/C=C/c1ccoc1)c1ccccc1O | -7% | 0% | i | 12% | 0.3% | ? | -1.5 | -2% | 2%
CC1C(=O)N(Cc2cn(CCC3OCCCO3)nn2)CCS(=O)(=O)N1Cc1ccc(-c2ccc(Cl)c(Cl)c2)cc1 (centres undefined) | 4% | / | i | 9% | -3.0% | / | -0.4 | / | ?
Cc1ccc(N2C(=O)N(CC(=O)Nc3c(C)cc(C)cc3Cl)C(=O)C2C)cc1 (centres undefined) | 7% | -4% | i | 3% | 3.7% | -13% | -0.7 | 2% | -23%
Cc1sc2ncnc(N3CCCCC3C)c2c1C (centres undefined) | 6% | -16% | i | 1% | -0.6% | ? | -0.2 | 0% | 1%
CC(C)c1ccc(NC(=O)c2ccc3c(c2)C(=O)N(Cc2cccnc2)C3=O)cc1 | -15% | -13% | i | 31%[activator] | -0.4% | ? | 1.9 | -6% | ?
Cn1c(N)c(S(=O)(=O)N2CCCC2)c(=O)n(C)c1=O | 5% | 1% | i | 1% | -0.6% | 10% | 2.9 | -6% | -3%
O=C(NNc1nc(-c2ccccc2)cs1)c1ccc(F)cc1 | -1% | -2% | i | 11% | -0.3% | 1% | -2.3 | -7% | 5%
Cn1c(SCc2ccc(C(C)(C)C)cc2)nnc1C1COc2ccccc2O1 (centres undefined) | -2% | 10% | i | ? | 4.3% | ? | 0.8 | -8% | 22µM*
COc1ccc(/C=C2\CCCC(C(=O)C(F)(F)F)=C2O)cc1 | -25% | 7% | i | -19% | 11% | 5% | -1.2 | 1% | -3%
